# Compound activity as filed in PubChem.
# mcGAS lum – cyclic GMP-AMP synthase inhibitors, mouse, primary biochemical chemiluminescence; recombinant cGAS, Kinase-Glo ATP depletion luminescence; AID 1259399, 2018; 160,000 tested, 0.15% active; inhibition, % at 12.5 µM; Q8C6L5;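 further: 0% = negative control wells and 100% = reference inhibitor with no enzyme activity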
# NPYLR7 agonist – agonists of mosquito NPYLR7 receptor, primary screen, cell-based, Aedes aegypti, calcium fluorescence, mosquito biting behavior. Aedes aegypti neuropeptide Y-like receptor 7 (NPYLR7). HEK293T NPYLR7/Galpha15, GCaMP6s calcium fluorescence. activation, % at 10 µM. 270,000 tested, 0.15% active. AID 1259423, 2018; in the data active means activation above about 40%;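 further: 0% = vehicle and 100% = reference agonist at the receptor; some compounds past the cut are filed as inactive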
# hcGAS inh – Primary biochemical luminescence assay for human cyclic GMP-AMP synthase inhibitors; Q8N884; inhibition, % at 12.5 µM; AID 1259398, 2018; 290,000 tested, 0.081% active; recombinant h-cGAS, ATP depletion, Kinase-Glo luminescence;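 further: 0% = vehicle reaction and 100% = reaction without DNA for no activity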
# Target sequence (Q8N884 whole entry, looked up): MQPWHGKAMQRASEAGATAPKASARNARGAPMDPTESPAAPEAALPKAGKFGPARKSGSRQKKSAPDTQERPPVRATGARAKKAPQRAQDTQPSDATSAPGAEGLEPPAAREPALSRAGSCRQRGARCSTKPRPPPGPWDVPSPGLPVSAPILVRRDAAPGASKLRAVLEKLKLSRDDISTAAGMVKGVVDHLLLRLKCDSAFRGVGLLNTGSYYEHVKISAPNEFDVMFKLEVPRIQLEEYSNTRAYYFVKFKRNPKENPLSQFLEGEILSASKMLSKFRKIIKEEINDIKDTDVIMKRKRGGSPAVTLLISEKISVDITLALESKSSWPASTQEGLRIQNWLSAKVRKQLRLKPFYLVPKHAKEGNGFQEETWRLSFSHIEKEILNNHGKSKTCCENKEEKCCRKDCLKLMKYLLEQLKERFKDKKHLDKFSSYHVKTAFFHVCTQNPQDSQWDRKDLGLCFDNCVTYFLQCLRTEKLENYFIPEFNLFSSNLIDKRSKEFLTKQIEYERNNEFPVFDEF
# Starred values were filed as active, the others as inactive; / = no result given; & = joins results of further samples. Unless noted, no stated cut-off is given here; in the data, active means inhibition above about 40%; inactive means the rest.
SMILES,mcGAS lum,NPYLR7 agonist,hcGAS inh
C=CCN1CCN(c2ccc3c(c2)CCC3)C(=O)C1C (centres undefined),-2,0,0
CN(C)c1ccc(N)cc1CN(CC1CCCO1)S(=O)(=O)c1ccc(F)cc1 (centres undefined),-6,-1,-2
COc1cc(OC)cc(C(=O)N(Cc2ccc(OS(=O)(=O)c3cccc(C(F)(F)F)c3)cc2)C(C)C)c1,1,14,4
Cc1cc(OCC(=O)N2CCN(c3ccc4nnc(C)n4n3)CC2)ccc1Cl,-11,0,-6
COc1cccc(CO[C@]2(C(=O)NCC(C)C)CC(OCc3cccc(Cl)c3)[C@H](O)[C@H](O)C2)c1 (some centres undefined),-4,-4,-4
Cc1ccc2nsnc2c1S(=O)(=O)NCc1ccc2c(c1)OCO2,/,5,11
O=C1CC(N2CCN(c3ncccn3)CC2)C(=O)N1c1ccc(Cl)cc1 (centres undefined),-6,-5,-6
CC(CO)(NC(=O)Nc1cc(-c2ccco2)ccc1F)C1CC1 (centres undefined),/,8,-9
Cc1cc(C(=O)NCc2ccccc2CN2CC(C)CC(C)C2)on1 (centres undefined),-1,-2,2
CC(C)N(Cc1cccnc1)C(=O)c1cccc(NC(=O)C2CC2)c1,-15,16,-3
Cc1cc(C)cc(N=C2NC(=O)/C(=C\c3cc([N+](=O)[O-])cc([N+](=O)[O-])c3O)S2)c1,34,-7,6
NC(CCOc1ccccc1)c1ccc(Cl)cc1 (centres undefined),/,1&9,-8&-4
CN(c1ccccc1)S(=O)(=O)c1c(-c2ccccc2)csc1C(=O)NCc1ccco1,-8,/,-5
CC(C)CN(CC(=O)N1CCc2sccc2C1c1ccc(Cl)cc1)C(=O)c1cccc(F)c1 (centres undefined),-4,4,-4
CCCCC(C)n1[nH]c(=O)c2c(C)cc(C)nc21 (centres undefined),/,-2,-8
CNC(=O)CN(Cc1cccs1)[C@H]1[C@H](O)[C@@H]2O[C@H]1c1ccccc12,-5,4,-1
CCOC(=O)C(C)Oc1cccc2c(=O)n(CC(=O)Nc3ccc4c(c3)OCCO4)ccc12 (centres undefined),/,-16,0
O=C(NCc1ccccc1)C1CCN(S(=O)(=O)c2ccc3c(c2)CCC3)CC1,/,1,-5
COc1cc(OC)cc(-c2nc(-c3cc4cc(OC)ccc4[nH]c3=O)no2)c1,/,9,-2
CCOCCSc1nc(-c2ccccc2F)nc2c1c(=O)n(C)c(=O)n2C,-9,-4,-8

# Four of the compounds above, tab-delimited.
Structure	mcGAS lum	NPYLR7 agonist	hcGAS inh
CCOC(=O)C(C)Oc1cccc2c(=O)n(CC(=O)Nc3ccc4c(c3)OCCO4)ccc12 (centres undefined)	/	-16	0
O=C(NCc1ccccc1)C1CCN(S(=O)(=O)c2ccc3c(c2)CCC3)CC1	/	1	-5
COc1cc(OC)cc(-c2nc(-c3cc4cc(OC)ccc4[nH]c3=O)no2)c1	/	9	-2
CCOCCSc1nc(-c2ccccc2F)nc2c1c(=O)n(C)c(=O)n2C	-9	-4	-8

# (further entries)
SMILES,mcGAS lum,NPYLR7 agonist,hcGAS inh
CCC(C)N(Cc1ccccc1)C(=O)c1cc(OC)c(OC)cc1OC (centres undefined),/,7,-13
CCCN(CCC)Cn1c(O)c(N=NC(=O)c2ccncc2)c2cc(Br)ccc21,-6,-5,-6
Cc1ccc(S(=O)(=O)N=C2NC(=O)CS2)cc1,-4,-3,-9
Cc1nc(-c2ccsc2)sc1C(=O)NC(C)c1ccccc1 (centres undefined),-2,1,3
O=C(c1ccsc1)N1CCOC(CC2CCCCC2)C1 (centres undefined),/,5,-4
O=C(CSc1ncnc2c1oc1ccccc12)c1cc2ccccc2o1,/,-6,1
CC1=NN(C)C(=O)C2C(c3c(C)cccc3C)=NOC12 (centres undefined),/,-2,-3
CCNc1nccc(N2CCC(CC(=O)N3CCN(CCC#N)CC3)CC2)n1,-6,/,-16
COC(=O)c1ccc(C(=O)OC)c(NC(=O)c2nn(-c3ccc(C)cc3)c(=O)cc2OC)c1,-8,9,-9
CCOC(=O)c1csc(CN(C(=O)Nc2c(C(C)C)cccc2C(C)C)C2CC2)n1,-5,6,1
COc1ccc(OC)c(CC(=O)N2CCC(Cc3nncn3C)CC2)c1,-13,-2,-7
O=C1CN(C(=O)c2csc(Nc3ccc(OC(F)F)cc3)n2)CCN1,/,10,-6
Cc1cc(C=C2C(=O)NC(=S)NC2=O)c(C)n1-c1cccc([N+](=O)[O-])c1,-1,25,-4
CCOc1ccc(S(=O)(=O)Nc2ccc(Nc3ccc(-n4ccc(C)n4)nn3)cc2)cc1,-10,-3,-5
O=S(=O)(Nc1cc(S(=O)(=O)N2CCOCC2)ccc1O)c1ccc2c(c1)CCC2,/,-1,-1
CCN(CC)C(=O)Oc1ccc2c(ccn2Cc2ccccc2)c1NC(=O)c1ccc(C(F)(F)F)c(F)c1,2,3,3
CS(=O)(=O)NCCCn1nc(-c2cccs2)ccc1=O,/,2,2
CCOC(=O)c1cc(C(C)(C)C)n(C2CCN(S(=O)(=O)c3ccccc3OC(F)(F)F)CC2)n1,3,-5,6
CCN(C1=NC2CS(=O)(=O)CC2S1)c1ccc(OC)cc1 (centres undefined),-3,4,-7
NC1=NC(c2ccc(F)cc2)n2c(nc3ccccc32)N1 (centres undefined),/,9,-2
CCOC(=O)c1sc(N)c(C#N)c1COC(=O)c1ccc(Cl)s1,/,1,-3
N[C@@H]1CC[C@@H](NC(=O)c2ccc3c(c2)ncn3CCO)C1,/,-4,0
Cc1nnc(SCC(=O)NCCCc2nc3ccc(Cl)cc3[nH]2)s1,/,7,-5
c1cc(-c2noc(CN(CC3CCCO3)CC3CCCO3)n2)cs1 (centres undefined),/,0,-6
COCc1ncc(CN(C)Cc2csc(-c3ccccc3)n2)cn1,/,3,-2
CN(CC(=O)N1N=C(c2ccccc2F)CC1c1ccccc1)C1CCCCC1 (centres undefined),-4,12,-10
O=S1(=O)CCN2C(=N1)Oc1ccc(S(=O)(=O)N3CCCC3)cc12,/,1,-10
COc1ccc(Cl)c2c1NC(c1cccc([N+](=O)[O-])c1)C1CC=CC21 (centres undefined),/,-6,-4
CCNC(=O)NC1CCC(OC(=O)CCCc2ccc(C)cc2)CC1 (centres undefined),-15,15,-7
O=c1cnc2ccccc2n1Cc1c(Cl)cccc1Cl,/,3,-2
CC(NC(=O)c1ccccc1F)c1ccc2c(c1)OCCO2 (centres undefined),/,-1,-10
COCCCNC(=O)c1cc(NC(=O)C(C)(C)C)ccc1N1CCN(c2ccccc2OC)CC1,-5,22,-2
CC(C)(C)N=C1NN=C(c2ccc(OC(F)F)cc2)CS1,/,3,-5
O=C(C1CNCCN1C(=O)Cc1ccc2ccccc2c1)N1CCCC1 (centres undefined),/,6,-6
COc1ccccc1OCc1nc(CN(C(=O)C2CCCC2)C2CC2)cs1,-4,11,-6
CN(C)C(CNC(=O)C1CCN(S(=O)(=O)c2ccccc2C(F)(F)F)CC1)c1cccs1 (centres undefined),-4,-2,2
COc1cccc(CCc2nnc(CCC(=O)NC3CCCC3)o2)c1,-3,3,-3
CCCCCCc1ccc(C(=O)N(CCCOC)C(CC)c2nc3ccccc3c(=O)n2-c2ccc(OC)cc2)cc1 (centres undefined),-4,13,0
O=C(Cn1nc(-c2ccc(F)cc2)c2sc(N3CCCC3)nc2c1=O)Nc1cccc(F)c1,-11,-3,-4
O=C(NC1CCCc2ccccc21)C(C1CCCC1)N1CCN(C(=O)c2ccc(C(F)(F)F)cc2)CC1 (centres undefined),-5,-1,-4
CCOC(=O)CCCSc1nnc(-c2ccco2)n1-c1cc(Cl)ccc1C,2,/,2
COc1ccccc1CSc1nnc(-c2ccco2)n1-c1cccc(C(F)(F)F)c1,-8,2,-8
N#CC1C(=N)Oc2c([nH]c(=O)[nH]c2=O)C1c1ccccc1 (centres undefined),-7,4,4
CC(C)NCc1cc(Cl)ccc1OCc1nc(CO)cs1,/,-8,3
CCC(C)C(=O)Nc1nc(-c2ccc(Cl)cc2)c(C)s1 (centres undefined),/,0,-20
CNC(=O)C1(C)CCN1C(=O)Cc1cc(F)ccc1F (centres undefined),-2,-3,-4
CC(C)N(CC1CC1)C(=O)c1csc(-c2ccsc2)n1,-18,1,-9
O=C(NCc1ccc(C(=O)N2CCCC2)cc1)c1sccc1-c1ccccc1,-2,-3,11
CCOC(=O)CCC(=O)NCCC(=O)N1CCC(C(=O)Nc2ccc(OC)cc2)CC1,-7,25,-8
COc1cc(OC)c(NC(=O)c2cccs2)cc1Cl,/,-7,-2

# Additional records follow.
SMILES,mcGAS lum,NPYLR7 agonist,hcGAS inh
O=C(Cn1nc2c(c1NC(=O)c1ccccc1Cl)CSC2)NCC1CCCO1 (centres undefined),-4,3,-3
Cc1cccc(C)c1OCCNC(=O)C(Cc1ccccc1)NC(=O)c1ccccc1 (centres undefined),/,1,-1
CC(=O)C1=CCC(NC(=O)c2cc3c(=O)n(C)c(=O)n(C)c3n2Cc2ccccc2)C=C1 (centres undefined),-8,0,-9
Cc1nn(C)c(C)c1CN(C(=O)c1cn(CCc2ccccc2)nn1)C(C)C,-8,/,-3
COc1cccc(-c2nc(=S)c3c([nH]2)Oc2ccccc2C3)c1,-2,7,-6
Cc1cc(C(=O)NCCN2CC(C)OC(C)C2)nn1-c1ccccc1 (centres undefined),/,3,-3
COc1cccc(C(CN2CCN(C(=O)c3cccc4ccccc34)CC2)OCc2ccc(C)cc2)c1 (centres undefined),-7,-4,-7
CC(=O)c1cc(C(=O)OCC(=O)Nc2cc(C)cc(C)c2)c2ccccn12,-11,8,-8
CC(c1nc(CC2CCN(C)CC2)no1)N1CCN(C)CC1 (centres undefined),/,6,-8
COC(=O)N1C[C@H]2[C@@H](O)[C@@H]3C[C@@H](C(=O)O)[C@@H](O3)[C@H]2C1,-4,4,7

# Some of the entries above in a different format.
> CC(=O)C1=CCC(NC(=O)c2cc3c(=O)n(C)c(=O)n(C)c3n2Cc2ccccc2)C=C1 (centres undefined)
  mcGAS lum: -8 | NPYLR7 agonist: 0 | hcGAS inh: -9

> Cc1nn(C)c(C)c1CN(C(=O)c1cn(CCc2ccccc2)nn1)C(C)C
  mcGAS lum: -8 | NPYLR7 agonist: / | hcGAS inh: -3

> COc1cccc(-c2nc(=S)c3c([nH]2)Oc2ccccc2C3)c1
  mcGAS lum: -2 | NPYLR7 agonist: 7 | hcGAS inh: -6

> Cc1cc(C(=O)NCCN2CC(C)OC(C)C2)nn1-c1ccccc1 (centres undefined)
  mcGAS lum: / | NPYLR7 agonist: 3 | hcGAS inh: -3

# The list continues:
SMILES,mcGAS lum,NPYLR7 agonist,hcGAS inh
CC(C)c1cc(N(C)CCNS(=O)(=O)c2cnn(C)c2)n[nH]1,/,5,-8
Cc1cc(C)c(C(=O)N2CSCC2C(=O)NC(C)C(C)C)o1 (centres undefined),/,-12,-6
COC(=O)c1sccc1NC(=O)CSc1ccccc1,/,0,-5
CCNC(=O)C1(C)CCCCN1Cc1cccc(OC(=O)c2ccccc2)c1 (centres undefined),/,1,1
CCOC(CNC(=O)c1cn(C)c2c(=O)n(-c3ccc(Cl)cc3)c(=O)[nH]c12)OCC,/,1,-9
CCc1nc2c(OCc3ccc(OC)cc3)cccn2c1N(C)C(=O)c1ccco1,-3,11,-8
CCCc1nc(C)sc1C(=O)N1CCCC1c1nnc2c(C(F)(F)F)cccn12 (centres undefined),/,-5,-3
COc1cc2c(cc1OC)C(CC#N)=NC(C)(C)C2,1,-3,2
C[N+]1(C)CCC(C2c3ccccc3CSc3sccc32)CC1 (centres undefined),/,2,-7
CCc1nc2ccc(C(=O)Nc3cccc(OCC(=O)N(C)C)c3)cn2c1N(C=O)CCC(C)C,-5,-2,-10
CCc1cn[nH]c1C1CCCN(C(=O)c2[nH]c3c(C)ccc(C)c3c2C)C1 (centres undefined),-18,2,-5
O=C1C[C@H]2CC[C@@H](CN1)N2C(=O)CCN1CCCCO1,/,3,0
NC(=O)C1CCN(c2cc(C3CCOC3)nc(N3CC(O)C3)n2)CC1 (centres undefined),-2,/,-2
Nc1cc(OC(F)F)c(Br)cc1[N+](=O)[O-],/,13,-5
CC(C)Cc1ncc2c(n1)CN(C(=O)C[C@@H]1C[C@@H]3C=C[C@H]1C3)C2,-13,-3,-5
C=CCn1c(=O)c2c(nc3n2CC(C)CN3c2ccc(OC)cc2)n(C)c1=O (centres undefined),/,21,-7

# Hits appear at their usual frequency (roughly 0.26% active in at least one column).
